Screens (PubChem BioAssay)
RmlC RmlD mix = inhibitors of RmlC and RmlD coupled enzymes; 110,000 tested, 0.39% active; RmlC/RmlD coupled enzyme inhibition, 384-well mixture HTS; inhibition, % at 5.5 µM; in the data active means inhibition above about 30%, passing the limit was not always enough; further: strong numbers were not always called active
HIV RNase H inh = blocks HIV-1 RNase H cleavage of RNA/DNA duplex; AID 565; inhibition, % at 10 µM; P04585; 65,000 tested, 1.9% active; RT-RNase H RNA/DNA duplex cleavage, fluorescence; in the data active means inhibition above about 50%
The depositor's hits bear a star; nt = not tested or not shown. Some of the compounds tested; rates above refer to the full screens.

The opening 26 records (preview)
SMILES	RmlC RmlD mix	HIV RNase H inh
Cc1cc(C)nc(SCCCn2c(=O)[nH]c3ccccc32)n1	2.2	-80.1
CC(NC(=O)c1ccc(F)cc1)c1ccc2c(c1)CCCC2 (stereo unspecified)	31.5	nt
COc1ccc(OC)c2sc(NC(=O)C3=COCCO3)nc12	-9.1	-9.2
Cc1ccc(C(c2sc3ncnn3c2O)N2CC(C)CC(C)C2)cc1 (stereo unspecified)	13.7	1.2
CC(C)(C)NC(=O)Cn1nnc(-c2ccccc2Cl)n1	-8.5	-4.2
Cn1nnnc1SCc1cc(=O)n2ccsc2n1	9.1	-0.1
COc1ccc(S(=O)(=O)N(C)CC(=O)O)c2ccccc12	-0.4	-3.7
COc1ccc([C@@H]2C[C@@H](c3ccccc3)Oc3c(C)ccc(C(C)C)c32)cc1	-9.8	nt
Cc1ccc(NC(=O)c2ccc(CSc3nnc(C)s3)cc2)c(C)c1	2.5	nt
Cc1cn(C2C=CC(CO)O2)c(=O)[nH]c1=O (stereo unspecified)	8.5	-13.8
COc1ccc(NC(=O)Nc2ccccc2OC)cc1	-15.0	nt
CCOC(=O)c1[nH]c(C(=O)O)c(CCN(CC)CC)c1C	8.6	-6.1
N#Cc1ccccc1-n1c(N)c(C(=O)N2CCCC2)sc1=S	nt	68.0*
NC(=O)NC(=O)COC(=O)CCCc1c[nH]c2ccccc12	nt	-14.5
CCN1C(=O)C(O)(C2COC(C)(C)CC2=O)c2cc(Br)ccc21 (stereo unspecified)	-9.2	3.0
CCOc1ccc(NC(=O)CCS(=O)(=O)c2ccc3c(c2)CCCN3C(C)=O)cc1	1.5	-1.2
CCOc1ccc(NC(=O)c2ccc(N)cc2)cc1	-7.9	-5.3
Cn1c(SCc2nc3ccccc3[nH]2)nnc1-c1cccs1	-9.2	-6.2
COc1ccc(CNC(=O)C2COc3ccccc3O2)c(OC)c1 (stereo unspecified)	nt	-6.3
CCNC(=O)c1ccccc1-c1nc(-c2ccccc2Cl)no1	-55.2	-3.6
N#CCC(=O)NCCCOC(=O)Nc1ccc(Cl)c(Cl)c1	-11.8	-7.7
Cn1nnnc1SCc1cn2cccnc2n1	19.1	-4.0
CCc1ccc(NC(=O)CSc2nnc(-c3cccs3)n2CC)cc1	-20.0	nt
CC1CCCN(C(=O)CSCC(=O)N=c2sc3ccccc3n2C)C1 (stereo unspecified)	10.5	-22.6
CSc1ccc(/C=N\NC(=O)COc2ccc(Cl)cc2Br)cc1	-8.2	nt
O=C(NC1CCCCCC1)c1ccc(N2CCCC2=O)cc1	-31.3	1.9

All compounds of this part (from the top)
SMILES	RmlC RmlD mix	HIV RNase H inh
Cc1cc(C)nc(SCCCn2c(=O)[nH]c3ccccc32)n1	2.2	-80.1
CC(NC(=O)c1ccc(F)cc1)c1ccc2c(c1)CCCC2 (stereo unspecified)	31.5	nt
COc1ccc(OC)c2sc(NC(=O)C3=COCCO3)nc12	-9.1	-9.2
Cc1ccc(C(c2sc3ncnn3c2O)N2CC(C)CC(C)C2)cc1 (stereo unspecified)	13.7	1.2
CC(C)(C)NC(=O)Cn1nnc(-c2ccccc2Cl)n1	-8.5	-4.2
Cn1nnnc1SCc1cc(=O)n2ccsc2n1	9.1	-0.1
COc1ccc(S(=O)(=O)N(C)CC(=O)O)c2ccccc12	-0.4	-3.7
COc1ccc([C@@H]2C[C@@H](c3ccccc3)Oc3c(C)ccc(C(C)C)c32)cc1	-9.8	nt
Cc1ccc(NC(=O)c2ccc(CSc3nnc(C)s3)cc2)c(C)c1	2.5	nt
Cc1cn(C2C=CC(CO)O2)c(=O)[nH]c1=O (stereo unspecified)	8.5	-13.8
COc1ccc(NC(=O)Nc2ccccc2OC)cc1	-15.0	nt
CCOC(=O)c1[nH]c(C(=O)O)c(CCN(CC)CC)c1C	8.6	-6.1
N#Cc1ccccc1-n1c(N)c(C(=O)N2CCCC2)sc1=S	nt	68.0*
NC(=O)NC(=O)COC(=O)CCCc1c[nH]c2ccccc12	nt	-14.5
CCN1C(=O)C(O)(C2COC(C)(C)CC2=O)c2cc(Br)ccc21 (stereo unspecified)	-9.2	3.0
CCOc1ccc(NC(=O)CCS(=O)(=O)c2ccc3c(c2)CCCN3C(C)=O)cc1	1.5	-1.2
CCOc1ccc(NC(=O)c2ccc(N)cc2)cc1	-7.9	-5.3
Cn1c(SCc2nc3ccccc3[nH]2)nnc1-c1cccs1	-9.2	-6.2
COc1ccc(CNC(=O)C2COc3ccccc3O2)c(OC)c1 (stereo unspecified)	nt	-6.3
CCNC(=O)c1ccccc1-c1nc(-c2ccccc2Cl)no1	-55.2	-3.6
N#CCC(=O)NCCCOC(=O)Nc1ccc(Cl)c(Cl)c1	-11.8	-7.7
Cn1nnnc1SCc1cn2cccnc2n1	19.1	-4.0
CCc1ccc(NC(=O)CSc2nnc(-c3cccs3)n2CC)cc1	-20.0	nt
CC1CCCN(C(=O)CSCC(=O)N=c2sc3ccccc3n2C)C1 (stereo unspecified)	10.5	-22.6
CSc1ccc(/C=N\NC(=O)COc2ccc(Cl)cc2Br)cc1	-8.2	nt
O=C(NC1CCCCCC1)c1ccc(N2CCCC2=O)cc1	-31.3	1.9
CC(C)CC(=O)Nc1ccc(C(=O)NNC(=O)C(c2ccccc2)c2ccccc2)cc1	-1.1	nt
CCOC(=O)C1CCCN(C(=O)C2CC(=O)N(c3ccc(C)cc3)C2)C1 (stereo unspecified)	2.0	-4.8
COC(=O)c1c(C)cc(O)c(C=O)c1O	-17.9	nt
O=C(CSc1nc(-c2cccs2)cc(C(F)(F)F)n1)NCc1ccco1	5.8	1.4
O=c1c(Oc2ccccc2)coc2cc(O)cc(O)c12	2.6	nt
Cc1ccccc1C(=O)Oc1ccc(Br)cc1C(=S)N1CCCC1	-7.0	nt
COC(=O)CCN(C(=O)C1C2CC3CC(C2)CC1C3)c1ccccn1 (stereo unspecified)	3.0	-3.9
Cc1cccc(-c2nc(CSCC(=O)N3CCN(c4ccccn4)CC3)c(C)o2)c1	-18.9	-9.1
Cc1ccc(C)c(S(=O)(=O)Nc2ccc(S(=O)(=O)Nc3onc(C)c3C)cc2)c1	-5.0	-5.8
CCCCN(CC)C(=O)Cc1c(C(=O)O)[nH]c2ccc(Cl)cc12	2.8	-7.1
O=C1CCCN1CC(CN1CCOCC1)Sc1nnnn1-c1ccccc1 (stereo unspecified)	7.3	-3.0
O=C(Nc1cccnc1)c1cc(-c2cccnc2)nc2ccc(Br)cc12	6.0	nt
COc1ccc(NC(=O)CC2C(=O)N(c3ccc(OC)cc3)C(=O)N2C(C)C)cc1 (stereo unspecified)	-16.2	nt
O=S(=O)(NCc1ccc2c(c1)OCO2)c1cccc(S(=O)(=O)N2CCOCC2)c1	-4.8	-34.1
Brc1cccc(OCCn2ccnc2)c1	2.0	nt
CCCC(c1nnnn1C1CCCCC1)N1CCN(C2CCCC2)CC1 (stereo unspecified)	14.3	-2.7
NC(=O)c1cc(Cl)cn(-c2ccccc2)c1=O	-7.6	-15.1
COC(C[C@@H]1O[C@H]1C(=O)[C@@H](C)OCc1ccccc1)OC	-13.3	nt
C#CCOCCOCCOCCNc1nc(N2CCN(C(=O)Cn3cc(CCCCN)nn3)CC2)nc(N2CCN(C(=O)Cn3cc(CCCCN)nn3)CC2)n1	-21.4	nt
Cc1cc(NC(=O)c2noc3c2CCCC3)no1	4.4	-0.8
COc1ccc(S(=O)(=O)N2CCN(C(=O)c3c(-c4ccccc4)noc3C)CC2)cc1	6.7	nt
CCS(=O)(=O)C(=C(Nc1ccc(OC)cc1)Nc1ccc(OC)cc1)S(=O)(=O)CC	-6.4	-6.0
COC(=O)c1cn(CCOc2ccccc2)c2ccccc12	2.3	-44.0
COc1ccc(CNC(=O)CS(=O)Cc2nc(-c3ccccc3C)oc2C)cc1 (stereo unspecified)	6.8	-4.2
COc1ccc2cc(CCNC(=O)C3CCCC3)c(=O)[nH]c2c1	6.6	-4.0
Oc1c(Cl)cc(Cl)c(Cl)c1Cc1c(O)c(Cl)cc(Cl)c1Cl	-5.1	nt
CN(C)c1ccc(NC(=O)CSc2nc3c(c(=O)[nH]2)CCCC3)cc1	21.2	-1.6
COCc1c(C(=O)OCC(=O)c2c(N)n(CC(C)C)c(=O)n(C)c2=O)oc2ccccc12	0.9	-1.0
Cc1nn(-c2ccccc2)c(Cl)c1C(=O)Nc1nnc(C2CCCC2)s1	11.7	-18.6
NC(=O)C1=C[C@H](c2ccccc2)C[C@H](OCc2ccc(CO)cc2)O1	3.2	nt
O=S(=O)(c1ccccc1)c1nc(-c2ccccc2Cl)oc1NCCN1CCOCC1	1.6	nt
N/C(=N\[N+](=O)[O-])N/N=C/c1ccc(O)cc1	7.5	nt
Cc1nc2cc(NC(=O)Nc3nccs3)ccc2n1C	-36.0	-6.8
COc1ccc(N2CCN(S(=O)(=O)c3ccc(C(=O)NCc4ccco4)cc3)CC2)cc1	10.7	1.7
(list continues)
SMILES	RmlC RmlD mix	HIV RNase H inh
CCC(C)NC(=O)CN(c1ccc(OC)cc1)S(=O)(=O)c1ccc(NC(C)=O)cc1 (stereo unspecified)	-4.7	3.6
CCc1nnc(NC(=O)c2cccc(OC)c2)s1	-14.7	-4.8
COc1cc2c(cc1OC)C(C(=O)NCc1ccco1)C1c3ccccc3CCN1C2=O (stereo unspecified)	-7.0	nt
CC(=O)c1c(C(C)=O)c(C)n(Cc2ccccc2)c1C	-2.7	-5.8
CCN(CC)CCCNS(=O)(=O)c1ccc(OC)cc1	-15.8	-1.8
COc1cc(C2C(C#N)=C(N)Oc3cc(C)n(CCc4ccccc4)c(=O)c32)cc2c1OCO2 (stereo unspecified)	-10.4	77.3*
CCCCSc1nnc(-c2ccc(NC(=O)CCc3ccccc3)cc2)n1C	-9.5	nt
CCCCOP(=O)(c1ccc(N(C)C)cc1)C(O)c1ccncc1 (stereo unspecified)	-12.2	-0.5
N#CC1=C(N)Oc2n[nH]c(-c3ccncc3)c2C1c1ccsc1 (stereo unspecified)	6.1	-6.7
COc1ccc(CN2CCN(C(=O)CC(C)C)CC2)cc1OC	6.1	0.4
Cc1cc(Nc2nc3ccccc3nc2Cl)n(-c2ccc([N+](=O)[O-])cc2)n1	18.2	nt
CC(=O)Nc1ccccc1OC(=O)N(C)C	2.2	4.9
C=CCSc1nnc(NC(=O)c2ccc(Cl)nc2)s1	-3.9	nt
